A3A deaminase = blocks human APOBEC3A ssDNA deamination | actives 0.41% (n = 330,000) | inhibition, % at 20 µM | recombinant A3A, FAM/TAMRA ssDNA deamination fluorescence;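 active = at least 40% inhibition at 20 µM here, with at most 30% in a related deaminase screen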;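 note: plate controls were A3A with DMSO for no effect and wells lacking A3A enzyme for full effect; some results filed as inactive read as strong as hits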
Target sequence (P31941 whole entry, looked up): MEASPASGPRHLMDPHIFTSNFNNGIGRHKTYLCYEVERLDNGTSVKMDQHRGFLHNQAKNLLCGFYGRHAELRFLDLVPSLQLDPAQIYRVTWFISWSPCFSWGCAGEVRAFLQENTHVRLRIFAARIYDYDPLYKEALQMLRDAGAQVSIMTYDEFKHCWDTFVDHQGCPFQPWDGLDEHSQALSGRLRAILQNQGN
beta cell repl = MIN6 beta-cell proliferation induction; proliferation, % at 10 µM; MIN6 cells proliferation, ATPlite luminescence, 48 h; cells starved in 0.2% serum; 100% = growth in 10% serum; actives 0.29% (n = 330,000);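 active = compounds whose signal lies at least 3.5 SD above the mean of all wells on their plate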;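 note: 0% = DMSO-treated cells in low-serum medium and 100% = 10% serum control; some compounds called inactive have numbers as strong as hits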
mIAP inh = blocks mouse intestinal alkaline phosphatase | inhibition, % at 10 µM | purified mouse IAP, CDP-Star luminescence, 30 min | actives 0.2% (n = 330,000) | AID 2806;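 active = inhibition of at least 40% at 10 µM in the primary screen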;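 note: plate controls were DMSO with enzyme for no effect and no enzyme wells for full effect; values of inactives mirror those of a sister screen read the other way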
ATG4B inh = ATG4B (human) cysteine protease inhibition | inhibition, % at 8.33 µM | ATG4B cleavage of LC3-PLA2, NBD-HPC fluorescence, 1 h | actives 0.51% (n = 340,000) | Q9Y4P1; in the data active = inhibition above about 40%
Target sequence (Q9Y4P1 whole entry, looked up): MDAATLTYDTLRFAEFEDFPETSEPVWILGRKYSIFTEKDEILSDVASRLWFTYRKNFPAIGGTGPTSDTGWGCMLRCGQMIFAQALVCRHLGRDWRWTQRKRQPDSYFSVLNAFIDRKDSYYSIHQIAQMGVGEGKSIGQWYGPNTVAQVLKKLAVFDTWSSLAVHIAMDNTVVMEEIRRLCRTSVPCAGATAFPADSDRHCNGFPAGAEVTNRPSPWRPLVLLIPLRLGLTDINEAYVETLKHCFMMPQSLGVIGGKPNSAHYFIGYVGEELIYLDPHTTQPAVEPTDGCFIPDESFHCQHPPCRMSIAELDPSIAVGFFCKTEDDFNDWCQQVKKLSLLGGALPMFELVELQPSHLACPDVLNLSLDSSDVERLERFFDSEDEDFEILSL
mIAP activ = increases mouse intestinal alkaline phosphatase activity; muIAP, CDP-Star luminescence, 30 min; hits give high values; 1 = vehicle-only enzyme signal, 0 = enzyme-free wells; activation factor at 10 µM; actives 0.24% (n = 330,000); AID 2805;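 active = activation factor of at least 2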; note: the source names both 10 and 20 µM as test concentration; values of inactives mirror those of a sister screen read the other way
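Assay system: mouse IAP enzyme; reagent: chemiluminescent substrate CDP-Star; dosing: test compounds delivered from DMSO solution; schedule: 30 min at room temperature; measured by: luminescence from enzymatic CDP-Star hydrolysis; controls: DMSO-only wells and no-enzyme negative control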
hIAP block = blocks human intestinal alkaline phosphatase. actives 0.12% (n = 330,000). inhibition, % at 10 µM. P09923. AID 2544. purified IAP, CDP-Star luminescence, 30 min;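 active = inhibition reaching a set limit with compound at 10 µM in the primary screen, cut at about 35% in these data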;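 note: plate controls were DMSO wells with enzyme for no effect and no-enzyme buffer wells for full effect; values of inactives mirror those of a sister screen read the other way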
hIAP act = human IAP activation. activation factor at 10 µM. purified human IAP, CDP-Star luminescence, 30 min; hits give high values; 1 = vehicle-only enzyme, 0 = enzyme-free background. actives 0.16% (n = 330,000);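 active = activation factor of the enzyme at least 2-fold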; note: the source names both 10 and 20 µM as test concentration; values of inactives mirror those of a sister screen read the other way
APOBEC3G inh = inhibitors of human APOBEC3G DNA deaminase; actives 0.28% (n = 330,000); inhibition, % at 20 µM; recombinant A3G, ssDNA deamination FAM/TAMRA fluorescence; Q9HC16;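 active = inhibition of at least 40% at 20 µM, with no more than 30% in the related APOBEC3A deaminase screen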;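 note: plate controls were DMSO wells with A3G for no effect and wells lacking A3G enzyme for full effect; some compounds called inactive have numbers as strong as hits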
Target sequence (Q9HC16 whole entry, looked up): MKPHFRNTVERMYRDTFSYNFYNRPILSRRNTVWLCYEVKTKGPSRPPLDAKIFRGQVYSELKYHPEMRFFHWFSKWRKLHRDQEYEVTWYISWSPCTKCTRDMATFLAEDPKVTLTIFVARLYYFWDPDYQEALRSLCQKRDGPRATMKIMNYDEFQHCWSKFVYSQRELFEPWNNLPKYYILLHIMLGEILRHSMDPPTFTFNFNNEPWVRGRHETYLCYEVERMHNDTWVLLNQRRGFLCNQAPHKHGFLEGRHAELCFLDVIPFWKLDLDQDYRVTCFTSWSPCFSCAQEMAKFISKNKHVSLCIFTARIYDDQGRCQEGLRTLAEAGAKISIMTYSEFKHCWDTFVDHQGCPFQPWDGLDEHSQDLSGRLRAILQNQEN
MPTP block = blocks calcium-induced mitochondrial swelling | isolated mouse mitochondria, Ca2+ swelling absorbance, 30 min | inhibition, % at 10 µM | actives 1.4% (n = 360,000) | AID 602449;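 active = inhibition of 50% or more, scaled per plate between neutral and stimulator controls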;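 note: 0% = DMSO wells given calcium and 100% = 1 mM EGTA wells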
Active calls of the source: *.

Screening CCOC(=O)c1c(NC(=O)c2ccc(S(=O)(=O)N3CCOCC3)cc2)sc2c1CC(C)(C)NC2(C)C returned A3A deaminase -1, beta cell repl -6, mIAP inh 12, ATG4B inh 3, mIAP activ 0.88, hIAP block 9, hIAP act 0.91, APOBEC3G inh -5 and MPTP block 0.6.
CCOC(=O)C1(P(=O)(c2ccc(Cl)cc2)c2ccc(Cl)cc2)CCC1 was read as A3A deaminase 1, beta cell repl 1, mIAP inh 3, ATG4B inh -2, mIAP activ 0.97, hIAP block -1, hIAP act 1, APOBEC3G inh -1 and MPTP block -1.1.
[2H]C([2H])(CCOS(N)(=O)=O)c1ccccc1 was read as A3A deaminase 1, beta cell repl -1, mIAP inh -2, ATG4B inh -5, mIAP activ 1, hIAP block 7, hIAP act 0.93, APOBEC3G inh 8 and MPTP block -1.0.
Screening O=C1C2CC=C(Cl)CC2C(=O)N1c1ncn[nH]1 (stereo not given) returned A3A deaminase 10, beta cell repl 1, mIAP inh 19, ATG4B inh 4, mIAP activ 0.81, hIAP block 2, hIAP act 0.97, APOBEC3G inh -1 and MPTP block -3.2.
CN1CCN(C(=O)C2CCCCC2C(=O)O)CC1 (stereo not given) was read as A3A deaminase 0, beta cell repl -3, mIAP inh -4, ATG4B inh -2, mIAP activ 1, hIAP block -6, hIAP act 1.1, APOBEC3G inh -1 and MPTP block -1.3.
For CCC(C(=O)OC)n1cnc2c(nnn2-c2ccc(C)cc2)c1=O (stereo not given) the results were A3A deaminase 1, beta cell repl -4, mIAP inh -2, ATG4B inh -3, mIAP activ 1, hIAP block 18, hIAP act 0.81, APOBEC3G inh -1 and MPTP block -1.3.
CN(C(=O)C1CCOC1)c1nnc(C2CCOC2)s1 (stereo not given) was read as A3A deaminase 3, beta cell repl 0, mIAP inh 9, ATG4B inh -10, mIAP activ 0.91, hIAP block 0, hIAP act 1, APOBEC3G inh 2 and MPTP block 2.7.
Screening CN1C2=C(C#N)C(c3ccccc3)(C(F)(F)F)NC(=O)N2c2ccccc21 (stereo not given) returned A3A deaminase 1, beta cell repl -2, mIAP inh -7, ATG4B inh -4, mIAP activ 1.1, hIAP block -5, hIAP act 1.1, APOBEC3G inh -1 and MPTP block 4.1.
Screening C=CCN=C1N[C@@H](c2cccc(C(F)(F)F)c2)C(C(=O)OC)=C(C)N1CC returned A3A deaminase 50*, beta cell repl 3, mIAP inh 6, ATG4B inh 5, mIAP activ 0.94, hIAP block 14, hIAP act 0.85, APOBEC3G inh 7 and MPTP block -0.2.
`O=c1ccn(Cc2ccc(F)cc2)c2ccnc(C(F)(F)F)c12` gave A3A deaminase 1, beta cell repl -1, mIAP inh 4, ATG4B inh 1, mIAP activ 0.96, hIAP block -7, hIAP act 1.1, APOBEC3G inh 6 and MPTP block 11.
COc1ccc(CN(CC(=O)NC2CCCC2)C(=O)CN2C(=O)COc3ccccc32)cc1 was read as A3A deaminase -4, beta cell repl -1, mIAP inh 1, ATG4B inh 3, mIAP activ 0.99, hIAP block -11, hIAP act 1.1, APOBEC3G inh -4 and MPTP block -0.6.
For CCCCN(C(=O)CSc1nnc2ccccn12)c1c(N)n(Cc2ccccc2)c(=O)[nH]c1=O the results were A3A deaminase 0, beta cell repl -1, mIAP inh 0, ATG4B inh -3, mIAP activ 0.99, hIAP block -2, hIAP act 1, APOBEC3G inh 0 and MPTP block 1.3.
Screening Cc1noc(C)c1COc1ccc(C(=O)N2CCN(S(=O)(=O)c3ccc(Cl)cc3)CC2)cc1 returned A3A deaminase -1, beta cell repl -3, mIAP inh -2, ATG4B inh -15, mIAP activ 1, hIAP block -8, hIAP act 1.1, APOBEC3G inh -8 and MPTP block -0.7.
`Cc1oc(-c2ccccc2F)nc1CN1CCC(C(=O)NCCC2=CCCCC2)CC1` gave A3A deaminase -4, beta cell repl -5, mIAP inh -23, ATG4B inh 8, mIAP activ 1.2, hIAP block -6, hIAP act 1.1, APOBEC3G inh -6 and MPTP block 5.0.
COc1ccc(C(=O)N/N=C/c2sc(=O)n(Cc3cccc(C(=O)O)c3)c2Cl)cc1 was read as A3A deaminase -1, beta cell repl -2, mIAP inh 2, ATG4B inh -3, mIAP activ 0.98, hIAP block -4, hIAP act 1, APOBEC3G inh -6 and MPTP block -0.9.
Screening Cc1cc(NC(=O)Nc2ccc(F)cc2F)n(C)n1 returned A3A deaminase -2, beta cell repl -1, mIAP inh -5, ATG4B inh 4, mIAP activ 1.1, hIAP block -8, hIAP act 1.1, APOBEC3G inh -7 and MPTP block -0.8.
For Cc1ccc(N2CCN(C(=O)C3CCC(=O)N(Cc4ccc(Cl)cc4)C3)CC2)c(C)c1 (stereo not given) the results were A3A deaminase 3, beta cell repl -5, mIAP inh -4, ATG4B inh -9, mIAP activ 1, hIAP block 4, hIAP act 0.96, APOBEC3G inh -1 and MPTP block 0.7.
For Cc1ccc(S(=O)(=O)NCC(c2ccc3c(c2)OCO3)N2CCOCC2)cc1 (stereo not given) the results were A3A deaminase -2, beta cell repl -4, mIAP inh 6, ATG4B inh -1, mIAP activ 0.94, hIAP block 5, hIAP act 0.95, APOBEC3G inh -2 and MPTP block -3.4.
OC(CN1CCN(c2cccc(Cl)c2)CC1)c1ccccc1 (stereo not given) was read as A3A deaminase -1, beta cell repl -4, mIAP inh 0, ATG4B inh 8, mIAP activ 1, hIAP block -10, hIAP act 1.1, APOBEC3G inh -4 and MPTP block 0.4.
CN1C(=O)NC(c2ccccc2)C2=C1CN(c1cccc(C(F)(F)F)c1)C2=O (stereo not given) was read as A3A deaminase 1, beta cell repl -1, mIAP inh 2, ATG4B inh -13, mIAP activ 0.98, hIAP block -5, hIAP act 1.1, APOBEC3G inh -1 and MPTP block -0.3.
For O=C(CCCN1C(=O)/C(=C/c2cccs2)SC1=S)Nc1cccc(C(=O)O)c1 the results were A3A deaminase -3, beta cell repl 1, mIAP inh 19, ATG4B inh 4, mIAP activ 0.81, hIAP block 9, hIAP act 0.91, APOBEC3G inh -4 and MPTP block 1.7.
CCOc1cccc2c1OC1(C)CC2NC(=O)N1c1ccc(OC)cc1 (stereo not given) was read as A3A deaminase -3, beta cell repl -4, mIAP inh -8, ATG4B inh -4, mIAP activ 1.1, hIAP block 9, hIAP act 0.91, APOBEC3G inh 3 and MPTP block 4.0.
Screening CCOC(=O)c1ccc(N2C(=O)CC(NC3CCN(C(=O)c4ccc(F)cc4)CC3)C2=O)cc1 (stereo not given) returned A3A deaminase -1, beta cell repl -2, mIAP inh -12, ATG4B inh 4, mIAP activ 1.1, hIAP block 2, hIAP act 0.98, APOBEC3G inh -8 and MPTP block 1.4.
Screening CCCCCc1ccc(C2=NNC(=O)CC2)cc1 returned A3A deaminase -7, beta cell repl -2, mIAP inh -4, ATG4B inh -3, mIAP activ 1, hIAP block 2, hIAP act 0.98, APOBEC3G inh -6 and MPTP block -0.1.
`C=CCNC(=O)c1cccc(NS(=O)(=O)c2ccc(Cl)cc2)c1` gave A3A deaminase 1, beta cell repl 1, mIAP inh 3, ATG4B inh -1, mIAP activ 0.97, hIAP block -5, hIAP act 1.1, APOBEC3G inh -2 and MPTP block -1.2.
For CC(C)(C)C(=O)OC/C(N)=N/OC(=O)c1ccccc1 the results were A3A deaminase 2, beta cell repl -1, mIAP inh 2, ATG4B inh 4, mIAP activ 0.97, hIAP block 10, hIAP act 0.91, APOBEC3G inh -1 and MPTP block -0.5.
For CC(=O)c1sc(NC(=O)C2COc3ccccc3O2)nc1C (stereo not given) the results were A3A deaminase -2, beta cell repl -4, mIAP inh -3, ATG4B inh 2, mIAP activ 1, hIAP block 20, hIAP act 0.8, APOBEC3G inh -1 and MPTP block -0.3.
NS(=O)(=O)c1ccc(NC(=O)CSc2nnc(COc3ccccc3Cl)n2C2CC2)cc1 was read as A3A deaminase -2, beta cell repl -3, mIAP inh -13, ATG4B inh -26, mIAP activ 1.1, hIAP block -16, hIAP act 1.2, APOBEC3G inh -4 and MPTP block 3.2.
Screening CCC(=O)N(Cc1ccccc1)c1ccccn1 returned A3A deaminase -1, beta cell repl -1, mIAP inh 2, ATG4B inh 6, mIAP activ 0.98, hIAP block 0, hIAP act 1, APOBEC3G inh -7 and MPTP block 0.3.
O=C(NCCNC(=O)c1ccc(Cl)cc1Cl)c1ccco1 was read as A3A deaminase -4, beta cell repl 0, mIAP inh -3, ATG4B inh -9, mIAP activ 1, hIAP block 0, hIAP act 1, APOBEC3G inh -5 and MPTP block -0.3.

A draw from above in order of number of heavy atoms, smallest number first.
Screening CCC(=O)N(Cc1ccccc1)c1ccccn1 returned A3A deaminase -1, beta cell repl -1, mIAP inh 2, ATG4B inh 6, mIAP activ 0.98, hIAP block 0, hIAP act 1, APOBEC3G inh -7 and MPTP block 0.3.
`C=CCNC(=O)c1cccc(NS(=O)(=O)c2ccc(Cl)cc2)c1` gave A3A deaminase 1, beta cell repl 1, mIAP inh 3, ATG4B inh -1, mIAP activ 0.97, hIAP block -5, hIAP act 1.1, APOBEC3G inh -2 and MPTP block -1.2.
NS(=O)(=O)c1ccc(NC(=O)CSc2nnc(COc3ccccc3Cl)n2C2CC2)cc1 was read as A3A deaminase -2, beta cell repl -3, mIAP inh -13, ATG4B inh -26, mIAP activ 1.1, hIAP block -16, hIAP act 1.2, APOBEC3G inh -4 and MPTP block 3.2.

Other entries
Screening CSc1nc(N(C)NC(=O)c2ccccc2)c2ccccc2n1 returned A3A deaminase -3, beta cell repl -3, mIAP inh 1, ATG4B inh 5, mIAP activ 0.99, hIAP block 16, hIAP act 0.84, APOBEC3G inh -7 and MPTP block 1.0.
Screening CN(C)/C=C/C(=O)/C=C/c1ccc(Cl)cc1Cl returned A3A deaminase -3, beta cell repl -4, mIAP inh 7, ATG4B inh 6, mIAP activ 0.93, hIAP block 4, hIAP act 0.96, APOBEC3G inh -8 and MPTP block 2.3.
`O=C(CSc1nc2ccccc2c(=O)n1-c1ccccc1Cl)NC1CCS(=O)(=O)C1` (stereo not given) gave A3A deaminase 1, beta cell repl -4, mIAP inh 2, ATG4B inh 2, mIAP activ 0.98, hIAP block 5, hIAP act 0.95, APOBEC3G inh -1 and MPTP block -0.3.
Screening Cc1ccc(C(=O)NCc2ccccc2F)cc1S(=O)(=O)N1CCCC1 returned A3A deaminase -1, beta cell repl 0, mIAP inh 4, ATG4B inh -1, mIAP activ 0.96, hIAP block -6, hIAP act 1.1, APOBEC3G inh -7 and MPTP block 0.9.
Screening CC(C)CNC(=O)c1noc2c1CCCC2 returned A3A deaminase -2, beta cell repl 3, mIAP inh 7, ATG4B inh -10, mIAP activ 0.93, hIAP block 18, hIAP act 0.82, APOBEC3G inh -4 and MPTP block 0.3.
On1c(-c2ccccc2)nc2ccc(Cl)cc21 was read as A3A deaminase -1, beta cell repl -1, mIAP inh -3, ATG4B inh -10, mIAP activ 1, hIAP block 13, hIAP act 0.87, APOBEC3G inh -6 and MPTP block 7.2.
CN(C)S(=O)(=O)c1cccc(COC(=O)C2=COCCO2)c1 was read as A3A deaminase -2, beta cell repl 0, mIAP inh 3, ATG4B inh -4, mIAP activ 0.97, hIAP block -9, hIAP act 1.1, APOBEC3G inh -1 and MPTP block 0.5.
`CC(C)CNC(=O)CSc1nc(-c2cccs2)cc(C(F)(F)F)n1` gave A3A deaminase 0, beta cell repl -4, mIAP inh 14, ATG4B inh -6, mIAP activ 0.85, hIAP block 3, hIAP act 0.97, APOBEC3G inh -2 and MPTP block 0.2.
Screening N#CCC(=O)Nc1ccc(C(=O)OCC(=O)NNC(=O)c2ccc(Cl)cc2)cc1 returned A3A deaminase 2, beta cell repl 6, mIAP inh 7, ATG4B inh -9, mIAP activ 0.93, hIAP block -31, hIAP act 1.3, APOBEC3G inh -2 and MPTP block -1.7.

High-throughput results: PubChem BioAssay, Sanford-Burnham Center for Chemical Genomics
